# Screening data as filed in PubChem.
# BAP1 inh: inhibitors of BAP1 deubiquitinase, primary screen, biochemical, Ub-AMC fluorescence, kinetic. recombinant BAP1, Ub-AMC hydrolysis fluorescence kinetic; active compounds read low. activity remaining (% of control), % at 20 µM. actives 0.48% (n = 72,000). Ubiquitin carboxyl-terminal hydrolase BAP1 (Homo sapiens), Q92560. AID 436, 2006;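 active means activity remaining at or below 50% of control, provided the compound also passes the data quality filters; inactive means the rest, including low values that fail the filters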;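 further: 100% = DMSO wells rate and 0% = substrate alone blank rate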
# Target sequence (Q92560 whole entry, looked up): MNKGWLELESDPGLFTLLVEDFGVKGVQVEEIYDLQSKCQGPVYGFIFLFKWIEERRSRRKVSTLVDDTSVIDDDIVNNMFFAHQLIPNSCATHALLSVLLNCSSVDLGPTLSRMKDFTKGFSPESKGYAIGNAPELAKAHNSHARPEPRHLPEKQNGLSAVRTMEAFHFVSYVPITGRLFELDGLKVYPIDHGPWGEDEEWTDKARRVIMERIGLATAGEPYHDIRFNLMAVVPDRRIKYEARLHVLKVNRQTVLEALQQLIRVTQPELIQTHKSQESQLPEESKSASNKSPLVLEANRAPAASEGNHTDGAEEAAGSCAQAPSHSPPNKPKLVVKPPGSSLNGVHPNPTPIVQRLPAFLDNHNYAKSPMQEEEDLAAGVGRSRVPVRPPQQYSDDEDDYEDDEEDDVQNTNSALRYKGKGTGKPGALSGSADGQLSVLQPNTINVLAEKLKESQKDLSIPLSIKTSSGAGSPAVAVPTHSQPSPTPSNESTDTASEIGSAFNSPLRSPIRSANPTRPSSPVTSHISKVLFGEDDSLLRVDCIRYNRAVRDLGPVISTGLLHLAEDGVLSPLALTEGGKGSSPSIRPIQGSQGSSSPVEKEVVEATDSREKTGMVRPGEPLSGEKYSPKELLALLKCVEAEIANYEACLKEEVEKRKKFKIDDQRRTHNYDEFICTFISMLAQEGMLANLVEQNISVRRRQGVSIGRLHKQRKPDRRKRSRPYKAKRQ
# HePTP inhibitor: inhibitors of human HePTP phosphatase, primary screen, biochemical, absorbance, leukemia target | inhibition, % at 20 µM | actives 0.64% (n = 110,000) | recombinant HePTP phosphatase activity, OD absorbance | AID 521, 2006; in the data active means inhibition above about 50%;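 further: plate controls were vehicle for no effect and reference inhibitor for full effect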
# Target sequence (P35236 whole entry, looked up): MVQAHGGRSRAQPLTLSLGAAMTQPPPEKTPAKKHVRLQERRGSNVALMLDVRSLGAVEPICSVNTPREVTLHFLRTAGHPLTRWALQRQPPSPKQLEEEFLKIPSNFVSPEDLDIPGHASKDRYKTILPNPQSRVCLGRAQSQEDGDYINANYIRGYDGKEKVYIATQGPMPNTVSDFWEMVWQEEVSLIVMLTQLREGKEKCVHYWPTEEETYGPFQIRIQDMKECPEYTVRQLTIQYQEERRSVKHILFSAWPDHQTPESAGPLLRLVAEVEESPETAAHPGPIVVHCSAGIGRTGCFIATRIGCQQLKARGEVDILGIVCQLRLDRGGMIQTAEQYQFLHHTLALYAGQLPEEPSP
# Numbers without * were called inactive; . = no result given; & = joins results of further samples. The order is random. Share with any hit: about 0.79%.
# Order of results: HePTP inhibitor | BAP1 inh
- Cc1ccc(C)c(N2CCN(C(=O)CCCn3c(=S)[nH]c4cc5c(cc4c3=O)OCO5)CC2)c1
  3 | 48*
- CCOC(=O)C1=C(O)/C(=C/c2cccnc2)SC1=Nc1cccc(Cl)c1
  -17 | .
- CSC1=C(C#N)C(c2ccc(C(C)C)cc2)CC(=O)N1 (stereo not drawn)
  0 | 94
- O=C1S/C(=C/c2ccccc2F)C(=O)N1CNc1ccc(I)cc1
  11 | .
- O=C(Nc1ccc(N2CCCC2)c(Cl)c1)c1ccc(Br)o1
  8 | 87
- O=C(Nc1cnc2ccccc2c1)c1cccnc1
  3 | 79
- Cc1cc(C)nc(Nc2n[nH]c(COc3ccccc3)n2)n1
  4 | 81
- CCOc1cccc(-c2cc(C(=O)N3CCN(Cc4ccccc4)CC3)c3ccccc3n2)c1
  -11 | .
- C=C(C)CSc1nc2ncccc2[nH]1
  9 | 121
- COc1ccc(S(=O)(=O)Nc2cccc([N+](=O)[O-])c2C)cc1
  11 | .
- Cc1cc(C)nc(NS(=O)(=O)c2ccc(NC(=O)c3ccc(F)cc3)cc2)n1
  . | 67
- COc1ccc(CSc2nnc3nc(C)cc(C)n23)cc1
  -5 | .
- Cn1c(CN2CCCC2)nc2cc(NS(=O)(=O)c3ccccc3)ccc21
  -6 | 82
- Clc1ccc(Cn2c(CNc3ccc(Cl)cc3)nc3ccccc32)cc1
  1 | .
- O=Cc1cn(CCOc2ccc(Cl)cc2)c2ccccc12
  -3 | .
- O=C(NCc1cccs1)c1cccc(N2CCCC2=O)c1
  -3 | 84
- CNC(=O)C1CC(=O)N(Cc2ccc3c(c2)OCO3)C(=Nc2ccc(OC)cc2)S1 (stereo not drawn)
  9 | 107
- c1ccc(N2CCN(Cc3ccnc4ccccc34)CC2)cc1
  4 | 96
- O=S(=O)(Nc1cccc2ncccc12)c1cccs1
  -9 | 80
- COc1cc(C(=O)N2CCc3ccccc3C2)cc(OC)c1OC
  3 | .
- CC(C)CCNC(=O)c1ccccc1C(=O)NCCC(C)C
  -3 | .
- O=c1c2cnn(-c3ccccc3)c2ncn1/N=C/c1ccncc1
  14 | 151
- O=C(O)CCCCCN1C(=O)C(=O)/C(=C(/O)c2ccc(F)cc2)C1c1ccccc1Cl (stereo not drawn)
  -12 | .
- CCOc1cccc(C(=O)Nc2nnc(-c3cccc(OCC)c3)s2)c1
  10 | .
- Nc1cccc2cnccc12
  -6 | 117
- Cc1cc(C(=O)Nc2cccc3ccccc23)co1
  -1 | .
- Cc1ccc(C)c(N2C(=O)CC(N3CCN(Cc4ccc5c(c4)OCO5)CC3)C2=O)c1 (stereo not drawn)
  3 | 92
- COc1ccc(S(=O)(=O)N(CCc2ccccc2)CC(=O)Nc2cccc(Cl)c2C)cc1
  -9 | .
- COc1ccc(C2=C/C(=C\c3cccnc3)C(=O)O2)cc1
  10 | .
- COc1cc(/C=C2/SC(=S)N(CC(=O)Nc3ccc(F)c(Cl)c3)C2=O)cc(OC)c1OC
  5 | .
- COc1ccc(OC)c(N(CC(=O)NCCSc2ccccc2)S(C)(=O)=O)c1
  0 | .
- Cc1cc(=O)c2n(Cc3ccc(Cl)cc3)nc[n+]2[nH]1
  -4 | 100
- COc1ccc(OC)c(NC(=O)c2cc(-c3cccc(Br)c3)nc3ccccc23)c1
  1 | .
- CN(C)c1ccc(CNC23CN4CN(CN(C4)C2)C3)cc1
  6&-10 | 114
- O=C(NCCCO)C(=O)NCc1ccccn1
  2 | .
- C=CCOc1ccccc1/C=c1\sc2nc(-c3oc4ccccc4c3C)nn2c1=O
  7 | .
- Cc1cc(C)c2c(n1)nn1c(C)c(CCC(=O)NCc3ccco3)c(C)nc21
  -9 | 91
- Cc1ccc(C)c(N2CCN(C(=O)c3ccc(Cn4c(=O)[nH]c5ccccc5c4=O)cc3)CC2)c1
  5 | 56
- COc1cccc(NC(=O)COc2ccc(-c3ccccc3)cc2)c1
  -3 | .
- O=C(NCc1ccccc1)/C(=C\c1ccc(-c2ccccc2)o1)NC(=O)c1ccccc1
  -4 | .

# Looked up above.
# Cc1cc(C(=O)Nc2cccc3ccccc23)co1 in HePTP inhibitor has -1
# O=C(NCCCO)C(=O)NCc1ccccn1 in HePTP inhibitor has 2
# COc1cccc(NC(=O)COc2ccc(-c3ccccc3)cc2)c1 in HePTP inhibitor has -3
# CC(C)CCNC(=O)c1ccccc1C(=O)NCCC(C)C in HePTP inhibitor has -3

# Rewritten with tabs: three of the compounds above
Compound	HePTP inhibitor	BAP1 inh
O=C(NCCCO)C(=O)NCc1ccccn1	2	.
C=CCOc1ccccc1/C=c1\sc2nc(-c3oc4ccccc4c3C)nn2c1=O	7	.
Cc1cc(C)c2c(n1)nn1c(C)c(CCC(=O)NCc3ccco3)c(C)nc21	-9	91

# Additional structures:
# Order of results: HePTP inhibitor | BAP1 inh
- c1ccc(Nc2nc3c(s2)CCc2ccccc2-3)cc1
  2 | .
- O=C(Nc1ccc2nn(-c3ccc(Cl)cc3)nc2c1)c1ccc2c(c1)OCCO2
  20 | .
- N#CC1(c2ccc(Cl)cc2)CCCC1
  . | 85
- O=C(NCC1CCCO1)c1nn2c(c1Cl)NC(c1cccs1)CC2C(F)(F)F (stereo not drawn)
  10 | 136
- CN1CCCCc2c1nc1ccccc1c2N (tested in a mixture with another compound)
  -4 | 91
- Cc1nn(C)cc1/C=N/O
  5 | 107
- O=C(Nc1ccc(S(=O)(=O)Nc2ncccn2)cc1)c1ccccc1
  6 | .
- CCCNC(=O)c1nc2ncc(Br)cn2n1
  5 | 94
- Cn1c(=O)c2c(nc(N3CCNCC3)n2Cc2cccc3ccccc23)n(C)c1=O
  6 | 106
- O=C(O)c1ccccc1OCCOc1ccccc1C(=O)O
  4 | 93
- O=C(c1ccc(N2C(=O)CCC2=O)cc1)N1CCN(c2ccccc2)CC1
  3 | 119
- COc1ccc(NC(=O)CCN2CCN(S(=O)(=O)c3cc(Cl)ccc3OC)CC2)cc1
  4 | 94
- O=C(O)CCN1Cc2ccccc2C1=O
  8 | 106
- O=C(O)CC1CCS(=O)(=O)C1 (stereo not drawn)
  2 | 102
- Nc1nc2n(n1)C(c1cccc(Br)c1)CC(c1ccc(F)cc1)N2 (stereo not drawn)
  0 | 84
- CCOC(=O)N(C)OC(=O)Nc1ccc(Cl)c(Cl)c1
  4 | 83
- Cc1ccc(-c2nc3ccccc3c(=O)n2CCN2CCOCC2)cc1
  3 | 108
- CCOC(=O)c1ccccc1NC(=O)CN(c1ccc(C)cc1)S(=O)(=O)c1ccc(SC)cc1
  4 | .
- O=c1cc(C(F)(F)F)c2ccc(OCc3ccc([N+](=O)[O-])cc3)cc2o1
  5 | .
- CCn1ccnc1C(O)c1cc(OC)ccc1OC (stereo not drawn)
  -6 | .

# As a short view, some entries already given:
# Order of results: HePTP inhibitor | BAP1 inh
- c1ccc(Nc2nc3c(s2)CCc2ccccc2-3)cc1
  2 | .
- O=C(Nc1ccc2nn(-c3ccc(Cl)cc3)nc2c1)c1ccc2c(c1)OCCO2
  20 | .

# Filtered by structure, the compounds so far with a nitro group on carbon.
# Order of results: HePTP inhibitor | BAP1 inh
- COc1ccc(S(=O)(=O)Nc2cccc([N+](=O)[O-])c2C)cc1
  11 | .
- O=c1cc(C(F)(F)F)c2ccc(OCc3ccc([N+](=O)[O-])cc3)cc2o1
  5 | .

# Additional entries
# Order of results: HePTP inhibitor | BAP1 inh
- O=C(CN1CCN(c2ccccn2)CC1)NCCc1ccccc1
  8 | 114
- CC(C)COC(=O)n1c(=O)oc2cc(S(=O)(=O)N3CCCCC3)ccc21
  6 | 100
- CCc1nnc(NC(=O)CSc2nnc(CSc3nc(C)cc(C)n3)o2)s1
  0 | 89
- COC(=O)C1=C(C)N=c2s/c(=C\c3ccc4c(c3)OCO4)c(=O)n2C1/C=C/c1ccccc1 (stereo not drawn)
  -9 | .
- O=C(Cc1cccs1)Nc1ccccc1NC(=O)Cc1cccs1
  3 | 105
- Cc1cc2oc3c(c(=O)c2cc1C)C(c1ccc(F)cc1)N(CCCN1CCOCC1)C3=O (stereo not drawn)
  -4 | 80
- CCCOC(=O)C1=C(C)NC2=C(C(=O)CC(C)(C)C2)C1c1ccc(N(C)C)cc1 (stereo not drawn)
  10&-8 | 80
- Cc1cccc(N2CCN(C(=O)C3CCN(S(=O)(=O)c4cccc5nsnc45)CC3)CC2C)c1 (stereo not drawn)
  3 | 86
- CCCCCc1ccc(/C(C)=N/Nc2cc(-n3cc(C)cn3)ncn2)cc1
  -8 | .
- O=C(CN1CCN(C(c2ccccc2)c2ccccc2)CC1)NC(=O)NCc1ccco1
  5 | 92
- CC(=O)SC(C)CC(=O)Nc1ccccc1 (stereo not drawn)
  8 | 98
- Cc1sc(NC(=O)c2ccc([N+](=O)[O-])cc2Cl)nc1-c1ccccc1
  -8 | .
- COc1ccc(-c2nnc(SCC(=O)N3CCN(c4ccccc4)CC3)o2)cc1OC
  8 | 97
- CCOC(=O)C1CCN(C(=O)C2CCN(S(=O)(=O)CC)CC2)CC1
  7 | 93
- CC(=O)Nc1cccc(Cl)c1C(=O)O
  10 | 102
- COc1ccc(CN2CCNC(=O)C2CC(=O)O)c(OC)c1 (stereo not drawn)
  0 | 97
- O=C(NCCO)c1ccc(-c2nnc(N3CCOCC3)c3ccccc23)cc1
  6&-1 | 111
- Cc1nn(CC(=O)Nc2cccc(O)c2)c(=O)c2ccccc12
  10 | .
- CC(C)(C)NC(=O)NC(=O)Cn1cc(C(F)(F)F)ccc1=O
  8 | 114
- N#Cc1cc([N+](=O)[O-])ccc1N=Cc1ccc(C#Cc2ccccc2)cc1
  -7 | .
- CCC(Sc1nc2ccccc2c(=O)n1CC1CCCO1)C(=O)NCc1cccnc1 (stereo not drawn)
  5 | 76
- C=CCN1C(=O)c2oc3ccccc3c(=O)c2C1c1ccc(O)c(OC)c1 (stereo not drawn)
  0 | 97
- Cc1ccccc1-n1c(=O)cc(N2CC(C)OC(C)C2)[nH]c1=O (stereo not drawn)
  3 | 106
- Cc1ccc(C2=NCCNC2=O)c(C)c1
  9 | 114
- N[C@H](C(=O)O)[C@H](O)C(=O)O
  . | 87
- C/C(=N\NC(=O)C(C)Oc1ccc(Cl)cc1)c1ccccc1 (stereo not drawn)
  7 | .
- CCc1ccc(CCC(=O)Nc2nnc(CC)s2)o1
  2 | 67
- CC(C)N(C)C1CCN(C(=O)Nc2ccc(Cl)c(Cl)c2)CC1
  1 | 76
- N#Cc1c(-c2ccc(Cl)cc2)cc(C2CC2)nc1SCC(N)=O
  -15 | .
- COC(=O)c1sc(S(=O)(=O)Nc2ccc3cn[nH]c3c2)c(C(=O)OC)c1C
  -2 | 102
- COc1ccc(C)cc1NC(=O)CN1CCN(S(=O)(=O)c2ccc(F)cc2)CC1
  6 | 93
- C=CCc1cc(S(=O)(=O)c2ccc(O)c(CC=C)c2)ccc1O
  4 | .
- O=C(CCCN1C(=O)CCC1=O)Nc1cccc(C(F)(F)F)c1
  4 | 53
- CCCCOC(=O)Nc1ccc(S(=O)(=O)Nc2cccc([N+](=O)[O-])c2)cc1
  2 | .
- COc1ccccc1NC(=O)N1CCCC1C(=O)Nc1nnc(C(C)C)s1 (stereo not drawn)
  11 | 86
- O=C(CC1c2ccccc2Oc2ccccc21)Nc1ccccc1F
  -9 | .
- O=C(c1ccccc1O)N1N=C(c2ccc(F)cc2)CC1(O)C(F)(F)F (stereo not drawn)
  12 | .
- O=c1nc(-c2ccccc2F)c2cc(Cl)ccc2[nH]1
  6 | .
- COc1ccc(CCNC(=O)c2cc(-c3ccccc3)on2)cc1OC
  7 | 90
- COc1ccc(NCN2C(=O)S/C(=C/c3ccc(F)cc3)C2=O)cc1Cl
  3 | .
- CCCc1cc(=O)[nH]c(Nc2ccc(N3CCCCC3)cc2)n1
  4 | 116
- COc1ccc(-c2nnc(SCc3ccccc3)n2N)cc1
  3 | 102
- Cc1ccc(S(=O)(=O)Cn2nnnc2C(c2ccc(F)cc2)N2CCC(C(N)=O)CC2)cc1 (stereo not drawn)
  8 | 121
- Cc1[nH]c2c(Cl)cccc2c(=O)c1CN1CCOCC1
  7 | .
- CC1(C)Cc2noc(N)c2C(C)(C)N1OC(=O)c1ccccc1
  -7 | 89
- CCN(CC)C(=O)c1sc(NC(=O)c2ccoc2C)c(C(=O)OC)c1C
  3 | 102
- COc1ccc(C(c2sc3nc(C)nn3c2O)N2CCCCC2)cc1 (stereo not drawn)
  14 | 97
- COc1cccc(C2CC(c3ccccc3OC)n3ncnc3N2)c1 (stereo not drawn)
  3 | 94
- CC(=O)Nc1ccc(NC(=O)CCC(=O)O)cc1
  -7 | .
- CCOC(=O)c1cc2c(ccn2C)n1CC(=O)N1CCN(c2ccccc2OC)CC1
  9 | 99
- CC1(C)C(=O)C2(CCCC2)C(=O)OC1c1ccco1 (stereo not drawn)
  9 | 117
- CCCn1cnc2c(c1=O)c1nc3ccccc3nc1n2Cc1ccccc1OC
  0 | 166
- CCOC(=O)N1CCC(NC(=O)CCc2cn(C)c3ccccc23)CC1
  -7 | 100
- CC1CC(C)CN(S(=O)(=O)c2ccc(C(=O)N=c3sc4cc([N+](=O)[O-])ccc4n3C)cc2)C1 (stereo not drawn)
  . | 99
- CS(=O)(=O)N(CC(O)Cn1c2ccc(Cl)cc2c2cc(Cl)ccc21)c1ccccc1 (stereo not drawn)
  -11 | .
- Cc1cccc(-c2cc(NC(=O)COc3ccccc3)n[nH]2)c1
  4 | .
- COc1ccc(OC)c(C2/C(=C(\O)c3c(C)nc4ccccn34)C(=O)C(=O)N2CCCN(C)C)c1 (stereo not drawn)
  6 | 96
- CCSC1=C(C#N)C(c2cccs2)C(C(=O)OC)=C(C)N1 (stereo not drawn)
  2 | 100
- CCC(Sc1nc2n[nH]c(C)c2c(=N)n1-c1cccc(Cl)c1)C(=O)NCCOC (stereo not drawn)
  . | 99
- CCOc1ccc(N2C(=O)CC(Sc3nnc(C)s3)C2=O)cc1 (stereo not drawn)
  -3 | .
- CCOC(=O)C1=C(O)/C(=C/c2ccc(N(CC)CC)cc2)SC1=Nc1cccc(Cl)c1
  -4 | .
